# High-throughput results as filed in PubChem BioAssay.
# GlmU inhibition = inhibition of mycobacterial GlmU enzyme – biochemical, glucosamine-1-phosphate acetyltransferase (AID 1376); M. tuberculosis GlmU acetyltransferase enzyme assay; higher % means a stronger effect; one-dose inhibition, %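 (tested at 30 µM in the primary screen)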; IC50 in µM for titrated hits; 220,000 tested, 0.25% active; in the data active = inhibition above about 13%;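 also: 0% = complete reaction with vehicle and 100% = reaction without substrate; strong numbers were not always called active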
# RmlCD inh 1536 = inhibitors of Mycobacterium tuberculosis RmlC and RmlD coupled enzymes. inhibition, % at 3.6 µM. 160,000 tested, 0.03% active. P9WH09+P9WH11. RmlC+RmlD coupled enzyme assay, percent inhibition; primary screen in compound mixtures. AID 1533; in the data active = inhibition mostly above about 34%, no sharp cut-off; also: some results filed as inactive read as strong as hits
# Target sequence (P9WH09 whole entry, looked up): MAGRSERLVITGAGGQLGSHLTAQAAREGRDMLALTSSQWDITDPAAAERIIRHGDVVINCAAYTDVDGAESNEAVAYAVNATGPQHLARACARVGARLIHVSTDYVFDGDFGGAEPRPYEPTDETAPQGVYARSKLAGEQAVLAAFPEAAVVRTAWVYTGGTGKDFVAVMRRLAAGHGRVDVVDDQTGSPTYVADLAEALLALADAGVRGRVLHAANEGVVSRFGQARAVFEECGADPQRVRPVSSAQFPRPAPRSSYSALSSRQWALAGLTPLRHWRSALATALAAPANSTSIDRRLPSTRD
# Target sequence (P9WH11 whole entry, looked up): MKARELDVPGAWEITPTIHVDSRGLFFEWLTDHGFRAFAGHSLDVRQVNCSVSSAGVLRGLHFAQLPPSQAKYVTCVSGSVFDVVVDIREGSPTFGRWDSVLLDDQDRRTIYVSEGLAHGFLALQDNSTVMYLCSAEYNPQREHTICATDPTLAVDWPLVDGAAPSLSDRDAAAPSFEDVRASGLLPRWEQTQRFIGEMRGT
# Numbers without * were called inactive; / = no result given; & = joins results of further samples.
# Sequence of screens: GlmU inhibition, RmlCD inh 1536
COC(=O)Nc1ncc(CN2C(=O)c3ccccc3C2=O)s1
→ -4.6%, -7
O=C(O)c1cc(NS(=O)(=O)c2cccc3ccccc23)ccc1O
→ 3.6%, /
NS(=O)(=O)c1ccc(N2C(=O)C(=O)/C(=C(/O)c3ccccc3)C2c2ccc(Cl)cc2)cc1 (centres undefined)
→ -1.5%, -1
CC(=O)Nc1ccc(S(=O)(=O)N(C)CC(=O)OCC(=O)c2cc(C)n(-c3ccc4c(c3)OCO4)c2C)cc1
→ -2.4%, -6
CCc1nn(CC(=O)NCCCN2CCCC2=O)c(=O)c2cc3sccc3n12
→ 3.1%, 13
O=S(Cc1ccc(Br)cc1)Cc1nnc(SCc2ccc(Br)cc2)n1-c1ccccc1 (centres undefined)
→ -2.2%, -5
Cc1c(/C=N\NC(=O)c2ccc(F)cc2)cnn1C
→ 3.3%, -8
COc1ccc(C/C(N)=N/OC(=O)Cc2ccccc2)cc1
→ -2.4%, -7
CCn1c(O)c(N=N)c2ccccc21
→ -3.7%, -52
CCCC(=O)Nc1ccc(S(=O)(=O)N2CCOCC2)cc1
→ -1.6%, /
COc1ccc(/C=C/C2=Nc3ccccc3NC(C)(C)C2)cc1OC
→ -1.9%, 7
CCn1cc(CNC(=O)c2cccc([N+](=O)[O-])c2)c(C)n1
→ -5.2%, /
Cc1nc2ccccc2c(=O)n1-c1cccc(O)c1
→ 0.8%, 31
Cc1ccc2nc(NCCO)nc(-c3ccccc3)c2c1
→ /, -4
Cc1c(NC(=O)CCC2CCCCC2)cc(C(=O)N2CCOCC2)cc1[N+](=O)[O-]
→ -0.1%, 2
Cn1c(O)c(C=NC2CCCCCC2)c(=O)[nH]c1=S
→ -7.9%, -9
O=C(CCC1CCCN(C(=O)c2ccc3c(c2)OCO3)C1)NCc1ccc(F)c(F)c1 (centres undefined)
→ 7.7%, -6
Nc1nnnn1CC(=O)OCc1cccc(Br)c1
→ -0.3%, 9
COc1ccc(C(=O)CSc2nnc(-c3ccoc3C)n2CC2CCCO2)cc1 (centres undefined)
→ -1.9%, 10
COC(=O)c1ccc(N2C(=O)CC(N3CCC(n4c(=O)[nH]c5ccccc54)CC3)C2=O)cc1 (centres undefined)
→ 3.1%, 82
C=CCn1c(P(C)(=O)O)nc2ccccc21
→ 0.9%&2.5%, -7&12
CC(C)CN1C2CCCC1CC(NC(=S)NCc1ccco1)C2 (centres undefined)
→ -2.1%, -8
CCCc1nnc(NC(=O)CCC(=O)NCc2ccccc2OC)s1
→ 1.2%, 65
O=S(=O)(Nc1nc2ccccc2nc1Nc1ccc2c(c1)OCO2)c1ccccc1
→ -3.6%, -7
CC1CCN(C(=S)NC(=O)c2ccccc2)CC1
→ 7.8%, 6
c1ccc(-c2csc(-n3cccn3)n2)cc1
→ 3.3%, 16
O=C(Oc1ccnc2cc(Cl)ccc12)N1CCCCCC1
→ 4.6%, 22
O=C(Nc1ccc([N+](=O)[O-])cc1)C(=O)Nc1cccc(C(=O)O)c1
→ 0.3%, 7
O=c1[nH]c(=O)n(Cc2ccccc2)c(O)c1C=Nc1ccc(CN2CCOCC2)cc1
→ 1.0%, 22
Cc1ccc2nc(NC(=O)c3ccc4ncsc4c3)sc2c1
→ 1.4%, 5

# Some of the entries so far, tab-delimited.
SMILES	GlmU inhibition	RmlCD inh 1536
Cc1c(NC(=O)CCC2CCCCC2)cc(C(=O)N2CCOCC2)cc1[N+](=O)[O-]	-0.1%	2
Cn1c(O)c(C=NC2CCCCCC2)c(=O)[nH]c1=S	-7.9%	-9
O=C(CCC1CCCN(C(=O)c2ccc3c(c2)OCO3)C1)NCc1ccc(F)c(F)c1 (centres undefined)	7.7%	-6
Nc1nnnn1CC(=O)OCc1cccc(Br)c1	-0.3%	9

# (list continues)
# Sequence of screens: GlmU inhibition, RmlCD inh 1536
CC(C)S(=O)(=O)CC(=O)c1ccc(Cl)cc1
→ -4.0%, 4
CC1CCN(CC(=O)N2c3ccccc3CCc3ccccc32)CC1
→ 5.1%, /
C/C(Cn1cnc([N+](=O)[O-])n1)=N\NC(=O)c1ccc(Br)cc1
→ -5.3%, -14
Cn1c(=O)oc2cc(S(=O)(=O)NCc3ccccn3)ccc21
→ 2.4%, /
C=CCn1c(O)c(N=NC(=S)Nc2cccc(OC)c2)c2ccccc21
→ 1.2%, 74
CC(=O)Nc1ccc2c(c1)ncn2C
→ 1.2%, /
O=S(=O)(c1ccccc1)N1N=C(c2ccccc2)CC1c1ccccc1 (centres undefined)
→ -0.8%, /
CCc1ccc(-c2cc(C(=O)NN3CCOCC3)c3ccccc3n2)cc1
→ 3.9%, 5
CCn1c(N2CCN(CC(=O)Nc3cccc(C)c3C)CC2)nc2ccccc21
→ -5.5%, 12
COc1ccc(CCNC(=O)CN(CCc2ccccc2)S(C)(=O)=O)cc1
→ -5.8%, 1
Cc1ccc(COC(=O)CCc2nc3ccccc3c(=O)[nH]2)cc1
→ 3.3%, 0
O=C(NCCNc1ccc([N+](=O)[O-])cc1C(F)(F)F)c1ccccc1F
→ 9.4%, /
Cc1c(C(=O)O)[nH]c2c1C(=O)CC(c1ccccc1)C2 (centres undefined)
→ -4.1%, 4
O=C(NCc1cccnc1)C1c2ccccc2C(=O)N1Cc1ccco1 (centres undefined)
→ 3.0%, -11
COc1ccc(C(=O)Nc2ccc(S(=O)(=O)Nc3nccnc3OC)cc2)cc1OC
→ 3.9%, 8
Cc1ccc(-c2nnn(CC(=O)N(CCN3CCOCC3)C(C(=O)NC(C)(C)C)c3ccco3)n2)cc1 (centres undefined)
→ -1.6%, -1
CCCn1nnnc1NCc1ccc(F)cc1
→ 2.3%, 9
COc1ccc(/C=N/NC(=S)Nc2cccc(C(=O)O)c2)cc1
→ -0.1%, 0
COc1ccc(-c2noc(CCC(=O)Nc3ccc(C)c(C)c3)n2)cc1
→ 5.8%, /
C/C(=N\NC(=O)c1cccc(N/N=C(\C)c2ccccc2)c1)c1ccccc1
→ -5.8%, -6
O=C(NC1CCCCCC1)c1nnc(Cc2ccc(Cl)cc2)o1
→ 1.8%, /
O=C(Nc1cccnc1)c1cccs1
→ -2.0%, /
Cc1ccc(CNC(=O)CCCC(=O)O)cc1
→ 2.5%, /
O=C(NNC(=O)c1cccc2ccccc12)c1ccc(-c2ccccc2)cc1
→ -0.6%, /
COC(=O)c1c(NC(=O)CN2CCN(c3ccccc3)CC2)c2c(C)cccc2n1C
→ -3.4%, -5
CNc1nnc(Sc2ncccc2[N+](=O)[O-])s1
→ 5.2%, 2
O=C(Nc1ccccc1)c1cc(S(=O)(=O)N2CCSCC2)ccc1Cl
→ 3.1%, 0
N#C/C(=C/c1ccc(N2CCCCC2)o1)C(=O)Nc1ccc2ccccc2c1
→ 0.3%, -14
CC1(C)CC(=O)c2sc(NC(=O)CN3C(=O)CCC3=O)nc2C1
→ 3.8%, 6
CC1=C(C(=O)Nc2ccccc2)SCCO1
→ 1.0%, -2
C=CCn1c(C)cc(C2=NNC(=NC(C)(C)C)SC2)c1C
→ 2.8%, /
O=C(CCl)Nc1c[nH]c(=O)[nH]c1=O
→ -2.4%, 11
COc1cccc(C(=O)C2CN(c3ccccc3)CC2c2ccc(Cl)cc2)c1 (centres undefined)
→ -0.6%, /
CN(C)Cc1ccccc1Sc1ccc(Br)cc1
→ -2.3%, 6
Cc1cc(=O)oc(C)c1C(=O)Nc1cccnc1Cl
→ 7.0%, /
Cc1ccccc1NC(=O)CSc1nnc(-c2ccccc2)n1-c1ccccc1
→ 1.1%, /
CCOC(=O)Nc1oc2ccccc2c(=O)c1C
→ -1.8%, /
CC1CCN(c2nc3ccccc3nc2N2CCC(C)CC2)CC1
→ /, 20
COc1cc(/C=N/n2cnnc2)ccc1OC(=O)c1ccncc1
→ 2.1%, -5
CC(=O)Nc1cccc(NC(=O)CSc2ncc(-c3ccccc3)[nH]2)c1
→ -6.2%, 3
Cc1ccc(-c2nc(NCc3ccc(F)cc3)n(S(C)(=O)=O)n2)cc1
→ -5.9%, -9
COc1ccc(NC(=O)CN2CCN(C3c4ccccc4-c4ccccc43)CC2)c(OC)c1
→ -6.0%, 25
NCCNc1ccc([N+](=O)[O-])c2cccnc12
→ -3.1%, 6
CC1(C)CC(=O)c2cc(OCC(=O)N3CCOCC3)ccc2O1
→ 4.1%, -10
O=C(N1CCOCC1)C12CC3CC(C1)CC(n1cnc(Cl)n1)(C3)C2
→ 5.6%, 5
O=C(O)C1C2C=CC(C2)C1C(=O)OCc1ccccc1 (centres undefined)
→ -0.8%, 7
Oc1ccccc1/C=N/Nc1nc2ccccc2o1
→ -2.3%, 15
COc1ccc2c(c1)C(=O)N(c1ccccc1OC)C(=O)C2(C)C
→ -0.3%, -2
Cc1cccc(C)c1OCC(=O)Nc1cccc(NC(=O)c2ccco2)c1
→ 1.2%, 13
Cc1ccc(Cl)cc1N1CCN(C(CC(C)C)c2nnnn2CC2CCCO2)CC1 (centres undefined)
→ -1.9%, 4
Cn1cc([N+](=O)[O-])c(C(=O)Nc2ccc(-c3nc4ccccc4[nH]3)cc2)n1
→ -0.6%, 7
CCN(C(=O)COC(=O)c1nn(-c2ccccc2)c(=O)c2ccccc12)C1CCS(=O)(=O)C1 (centres undefined)
→ -1.9%, -7
CC1(C)CC2CC(C)(CN2C(=O)c2ccc([N+](=O)[O-])cc2)C1 (centres undefined)
→ -2.0%, 14
Cc1cc(C(=O)Nc2ccc(N3CCOCC3)c(Cl)c2)c(C)o1
→ 4.6%, /
CC(C)Cc1cc(C(=O)NCc2cccnc2)no1
→ -1.7%, -8
O=C(CC1COc2ccccc2O1)NC1CCCCC1 (centres undefined)
→ 10%, 8
COc1ccc(-c2onc(C)c2-c2ccc3c(c2)OCCO3)c(O)c1
→ -0.9%, 12
CCc1ccc(NC(=O)C[n+]2cc(-c3ccc(C)cc3)n3c2CCC3)cc1
→ -5.5%, -10
COc1ccc(S(=O)(=O)NCCSC(C)(C)C)c(Cl)c1Cl
→ 4.2%, 6
CCc1ccc(S(=O)(=O)NCCc2csc(C)n2)s1
→ 2.3%, 59

# Later entries.
# Sequence of screens: GlmU inhibition, RmlCD inh 1536
Cc1noc(C)c1COc1ccc(C(=O)Nc2cccnc2)cc1
→ -7.4%, 13
CC(C)CNS(=O)(=O)c1ccc(S(=O)(=O)NC2CCOC(C)(C)C2)cc1 (centres undefined)
→ 4.0%, /
Cc1cc(-c2ccccc2C(=O)O)on1
→ -3.0%, /
CCC1Oc2ccc(C)cc2N(Cc2cccc(C)c2)C1=O (centres undefined)
→ 3.5%, -5
Fc1ccc(NCc2nnc(SCc3ccccc3)o2)cc1
→ 5.4%, -2
Cc1nn(-c2ccccc2)c2c1C(c1c(C)[nH]c(C#N)c1C)C(C#N)=C(N)O2 (centres undefined)
→ -5.2%, /
CN(C)CCN=c1cc(-c2ccccc2)oc2ccc(Cl)cc12
→ -2.0%, 2
COC(=O)c1ccc(CN2[C@H](C(=O)OC)C[C@@]3(O)[C@H](O)[C@H](O)[C@H](O)C[C@@H]23)cc1
→ 3.3%, 1
COc1ccc(N2CCN(C3=CC(=O)N(c4cccc(Cl)c4)C3=O)CC2)cc1
→ 8.9%, -13
Cc1ccc(S(=O)(=O)N2CCCCC2)cc1NC(=O)CSCC(=O)O
→ -6.4%, -3
CCOc1ccc(/C=C/C(=O)c2cc(Br)ccc(=O)c2O)cc1
→ 3.9%, /
O=C(COc1ccc(S(=O)(=O)N2CCOCC2)cc1)N1CCN(Cc2ccc3c(c2)OCO3)CC1
→ 4.0%, /
CC1CCCCC1NC(=O)Cn1nnc(-c2ccc(Cl)cc2)n1 (centres undefined)
→ -2.0%, /
Cc1cc(C)c[n+](CC(=O)c2ccc(NC(=O)c3ccccc3)cc2)c1
→ -2.4%, -14
COc1ccc(CCC(=O)Nc2ccc3c(c2)OCCO3)cc1
→ 4.6%, -3
CCOC(=O)c1c(NC(=O)CC)sc(C(=O)N2CCCCC2)c1C
→ 0.9%, 12
Cc1ccc(OCC(=O)Nc2ccc3c(c2)OCO3)c([N+](=O)[O-])n1
→ 0.7%, -9
CCNC(=S)N/N=C(\C)c1ccc(Cl)s1
→ -1.4%, 3
C=CCn1c(CSc2nc3ccccc3s2)nnc1SCC(=O)NCc1ccco1
→ -3.1%, /
NC(=O)c1ccsc1N
→ 3.6%, -12
COc1cccc(C(CC(=O)Nc2cccc3ccccc23)NC(=O)c2ccccc2)c1 (centres undefined)
→ 2.8%, /
CN(C(=O)COc1ccccc1)c1nnc(-c2ccncc2)s1
→ 3.5%, 1
CN1CCN(C(=O)c2cc3ccccc3oc2=O)CC1
→ 0.1%, 7
CCOC(=O)C(=CNc1ccc(C)cc1C)C(=O)OCC
→ -0.3%, -7
COc1ccc(CN(C(=O)CSc2nnc(-c3ccccc3C)o2)c2ccc(F)cc2)cc1
→ 0.9%, 12
CCOC(=O)C1CCN(C(=O)c2cccnc2)CC1
→ 0.6%, /
S=C(Nc1ccccc1)N1N=C(c2cccs2)CC1c1cccs1 (centres undefined)
→ -0.3%, 14
CC1=CC(c2ccc(Cl)cc2)n2nc(NC(=O)CCC(=O)O)nc2N1 (centres undefined)
→ -0.5%, -3
O=c1oc2c(CN3CCOCC3)c(O)c(Cl)cc2c2c1CCC2
→ 0.8%, -3
O=C(O)c1ccc2c3c(ncnc13)-c1ccccc1C2=O
→ /, -2
Cc1ccc(S(=O)(=O)N(C)c2ccc(OCC(=O)Nc3nc(-c4ccccc4)cs3)cc2)cc1
→ 1.5%, /
COC(=O)c1cc(NC2c3ccccc3C(=O)N2c2cccnc2)cc(C(=O)OC)c1 (centres undefined)
→ -2.9%, 15
Cc1nc2ccccc2c(=O)n1N
→ 5.8%, /

# Taken from above.
# RmlCD inh 1536, COc1ccc(CN(C(=O)CSc2nnc(-c3ccccc3C)o2)c2ccc(F)cc2)cc1 → 12
# RmlCD inh 1536, S=C(Nc1ccccc1)N1N=C(c2cccs2)CC1c1cccs1 (centres undefined) → 14

# Part of the list above, field by field:
Cc1nc2ccccc2c(=O)n1N
  GlmU inhibition: 5.8% | RmlCD inh 1536: /

CCOC(=O)c1c(NC(=O)CC)sc(C(=O)N2CCCCC2)c1C
  GlmU inhibition: 0.9% | RmlCD inh 1536: 12

# An excerpt; count on the stated rates, not on these rows.
